Vif inh – HIV Vif self-association inhibitors, primary screen, imaging, HEK293T, single point. 0.35% of 340,000 active. inhibition, % at 7.49 µM. HEK293T cells, Vif self-association by quenched fluorescence, 24 h; in the data active = inhibition above about 50%, passing the limit was not always enough; also: some results filed as inactive read as strong as hits
NR2E3 ag-1 – NR2E3 agonists in two-hybrid cells, primary screen, cell-based, luminescence, CHO-S, Gal4-NCOR/VP16-NR2E3; luciferase; 0.35% of 360,000 active; AID 602229, 2012; inhibition of corepressor binding, % at 3.98 µM; Photoreceptor-specific nuclear receptor (Homo sapiens), Q9Y5X4;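 active = inhibition above the mean of all tested compounds plus 3 SD, cut at about 70% in these data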;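 also: 0% = DMSO with NR2E3 transfected cells and 100% = cells lacking NR2E3 construct; higher means lower luciferase signal from less NR2E3 corepressor binding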
Target sequence (Q9Y5X4 whole entry, looked up, the tested form may be a part): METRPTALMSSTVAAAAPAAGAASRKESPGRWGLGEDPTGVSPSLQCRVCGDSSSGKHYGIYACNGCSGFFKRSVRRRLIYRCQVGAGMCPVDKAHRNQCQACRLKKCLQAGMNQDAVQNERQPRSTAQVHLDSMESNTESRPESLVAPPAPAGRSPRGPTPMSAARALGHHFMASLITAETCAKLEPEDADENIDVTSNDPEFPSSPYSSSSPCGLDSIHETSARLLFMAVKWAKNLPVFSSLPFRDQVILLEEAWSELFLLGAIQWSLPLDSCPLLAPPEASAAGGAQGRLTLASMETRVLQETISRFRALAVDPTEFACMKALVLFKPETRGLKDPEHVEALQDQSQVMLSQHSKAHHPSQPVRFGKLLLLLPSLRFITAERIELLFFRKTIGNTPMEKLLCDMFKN
MITF TRPM1 inh – inhibitors of MITF-dependent TRPM1 promoter reporter, primary screen, cell-based, SK-MEL-5, single point, luciferase; SK-MEL-5 TRPM1 promoter luciferase, 24 h; inhibition, % at 12.5 µM; 0.83% of 330,000 active;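 active = mean inhibition across replicates of 60% or more, whatever share of single replicates reaches that level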; also: values of inactives mirror those of a sister screen read the other way
PDI turbidity – inhibitors of human PDI, primary screen, biochemical, turbidity, single point, plate reader | AID 588391, 2011 | Protein disulfide-isomerase (Homo sapiens), P07237 | inhibition, % at 10 µM | PDI insulin aggregation turbidity, A650, 90 min | 0.052% of 350,000 active;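 active = mean inhibition across replicates of 30% or more, whatever share of single replicates reach that level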;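 also: absorbance from insulin aggregation driven by PDI reduction with DTT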
Target sequence (P07237 whole entry, looked up): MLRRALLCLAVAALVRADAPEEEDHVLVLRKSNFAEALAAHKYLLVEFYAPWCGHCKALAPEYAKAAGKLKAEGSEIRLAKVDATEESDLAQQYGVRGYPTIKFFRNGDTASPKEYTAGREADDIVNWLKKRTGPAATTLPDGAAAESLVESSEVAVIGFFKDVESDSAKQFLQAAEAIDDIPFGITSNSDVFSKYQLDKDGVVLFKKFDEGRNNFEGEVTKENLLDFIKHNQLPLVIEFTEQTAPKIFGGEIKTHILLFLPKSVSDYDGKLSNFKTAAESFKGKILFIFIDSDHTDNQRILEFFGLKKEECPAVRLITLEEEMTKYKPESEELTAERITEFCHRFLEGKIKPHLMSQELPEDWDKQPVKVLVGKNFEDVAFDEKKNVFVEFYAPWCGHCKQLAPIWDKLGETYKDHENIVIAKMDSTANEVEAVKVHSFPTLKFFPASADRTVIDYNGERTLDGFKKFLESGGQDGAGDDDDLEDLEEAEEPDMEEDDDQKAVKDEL
NR2E3 ag-2 – inhibitors of NR2E3-RetCOR corepressor binding, primary screen, NR2E3 agonist project, biochemical, TR-FRET, GST-NR2E3, biotin-RetCOR | inhibition of corepressor binding, % at 4.78 µM | 1536-well | Photoreceptor-specific nuclear receptor (Homo sapiens), Q9Y5X4 | AID 2300, 2010 | 0.12% of 320,000 active;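 active = percent inhibition above the cutoff of mean plus 3 SD of all tested compounds, set per screening campaign, cut at about 20% in these data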;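 also: 0% = DMSO wells and 100% = biotin wells as full block of FRET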
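Material: NR2E3–RetCOR corepressor complex | Quantity: 1.35 nM GST-tagged NR2E3 final | Schedule: 5 h at 4 °C | Replication: Singlicate compound wells | Reagent: RetCOR corepressor, biotinylated, 7 nM | Controls: Biotin wells as high control, 0.6% DMSO wells as low control | Signal: TR-FRET, Eu(K)-anti-GST donor, streptavidin-D2 acceptor, ex 340, em 617/671 nm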
CaV13 FRET inh – Disruptors of the CACNA1D IQ motif to Ca2+-dependent inactivation inhibitor domain association, primary screening, Förster resonance energy transfer in intact living …; HEK cells, CFP/YFP FRET ICDI-IQ, plate reader, 10 min; percent FRET-ratio fall versus neutral wells; inhibition, % at 12.3 µM; AID 743397; 0.098% of 340,000 active;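 active = mean replicate inhibition of at least 30% and at least 1% of replicates passing that level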;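 also: 0% = median of the neutral control wells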
Shn3 inh set2 – reduction of Shn3 3'UTR firefly luciferase signal, primary screen, Schnurri-3 inhibitor project, cell-based, Clone20 osteoblasts, set 2; Clone20 osteoblast Shn3 3'UTR firefly luciferase, 24 h; inhibition, % at 12.5 µM; 0.52% of 360,000 active; AID 588674, 2011;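 active = mean inhibition of at least 75% with every replicate also reaching 75%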;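 also: 0% = median of neutral control wells and 100% = pilot-screen positive control compound; some compounds past the cut are filed as inactive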
Peg3 prom inh – Peg3 promoter-driven luciferase inhibitors, primary screen, cell-based, HeLa, luciferase luminescence | inhibition, % at 20 µM | AID 588405, 2011 | HeLa PEG-Prom luciferase reporter, overnight | 1.7% of 360,000 active;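 active = inhibition of at least 50% at 20 µM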
HIF-2a block – HIF-2a reporter inhibitors, primary screen, luminescence, 786-0 RCC cells; 786-0 RCC cells HIF-2a reporter, luciferase luminescence, overnight; inhibition, % at 18.8 µM; 0.72% of 360,000 active;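 active = inhibition of the luminescence signal of 40% or more relative to plate controls, in a single-dose primary screen at 18.75 µM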
CF NFkB block – inhibitors of PAF-induced NF-kB signaling, primary screen, cell-based, GFP fluorescence, uHTS | KKLEB NF-kB-GFP reporter, GFP fluorescence overnight | 0.86% of 360,000 active | AID 588850, 2011 | inhibition, % at 5 µM;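 active = at least 50% inhibition at 5 µM, scaled per plate between neutral and stimulator controls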;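 also: PAF is a Pseudomonas aeruginosa culture filtrate used as stimulus; plate controls were PAF-stimulated DMSO wells for no effect and unstimulated DMSO wells for full effect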
KKLEB tox – cytotoxicity in KKLEB CF airway cells, primary screen, cytotoxicity control for CF NF-kB inhibitor project, cell-based, uHTS, fluorescence assay plates; 0.36% of 360,000 active; KKLEB CF airway cells viability, ATPlite luminescence, overnight; active compounds read low; cells stimulated with P. aeruginosa culture filtrate; activity change (cytotoxicity), % at 5 µM; AID 602141, 2011;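 active = corrected activity change at or below -50% at 5 µM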
Active calls of the source: *; . = no result given.

SMILES	Vif inh	NR2E3 ag-1	MITF TRPM1 inh	PDI turbidity	NR2E3 ag-2	CaV13 FRET inh	Shn3 inh set2	Peg3 prom inh	HIF-2a block	CF NFkB block	KKLEB tox
CC(c1nnc(SCC(=O)Nc2sccc2C#N)n1-c1ccc(Cl)cc1)N(C)C (stereo unspecified)	15	-12	14	4	1	.	14	0	-17	0	-3
Cc1cccc(C(=O)Nc2nnc(C3=COCCO3)o2)c1	-1	4	7	-2	4	12	10	1	12	11	-6
Cc1cc(N)n2ncc(-c3ccccc3)c2n1	17	-109	-67	3	-2	.	-64	-278	-268	8	-4
COc1ccc(Cc2nnc(SCC(=O)Nc3c(C)cccc3C)[nH]c2=O)cc1	-2	14	3	2	0	-15	12	1	11	1	6
O=C(CN1C(=O)NC(Cc2ccccc2)C1=O)Nc1ccc(OC(F)(F)F)cc1 (stereo unspecified)	-2	6	-1	0	2	-5	-5	12	7	-4	2
Cc1cc(/C=N/NC(=O)c2ccc(O)cc2)c(C)n1CC(C)C	-3	3	-5	-4	-1	-5	-36	-101	-116	3	8
CN(Cc1ccccc1)C(=O)c1ccc(NC(=O)Cc2ccc(NC(=O)C3CCCN(S(=O)(=O)c4cccc([N+](=O)[O-])c4)C3)cc2)cc1 (stereo unspecified)	-8	-3	22	11	.	-10	4	9	-4	-4	16
Cc1ccc2nc(Cl)c(C3CC(c4ccco4)=NN3S(C)(=O)=O)cc2c1 (stereo unspecified)	-7	17	-2	-9	1	-2	-19	-29	-77	0	1
COc1ccc(C(=O)N/C(=C\c2cccs2)c2nc3ccccc3[nH]2)cc1OC	4	17	5	4	-2	-7	-26	1	-62	-17	1
CS(=O)(=O)c1ccc(Cl)c(NC(=O)COC(=O)Cc2c[nH]c3ccccc23)c1	-2	-15	8	1	0	-6	-11	8	17	7	5
CC(C)C(=O)N1CCN(c2ccccc2NC(=S)NC(=O)c2cccs2)CC1	-10	-3	15	-4	-5	7	7	7	-3	-1	-8
O=C(Nc1ccc(Cl)cc1)N1CCSCC1	.	-9	-21	-15	3	.	-9	-31	-38	0	2
CCN(CC)S(=O)(=O)c1ccc(Cl)c(C(=O)NCc2ccco2)c1	7	-19	6	9	1	-2	-46	8	-9	-18	-14
CCCCOc1cccc(C(=O)Nc2ccc(S(=O)(=O)Nc3nnc(CC)s3)cc2)c1	3	-23	21	-9	4	-30	-4	10	13	-7	2
CCN(CC(=O)Nc1cc(Cl)ccc1C)C(=O)COc1cccc2c1OC(C)(C)C2	.	3	-8	-3	0	-5	13	24	5	-4	-5
Cc1ccc(NC(=S)N(CCN2CCOCC2)Cc2cc3cc4c(cc3[nH]c2=O)OCO4)cc1	15	-16	-8	-3	3	-13	-1	11	17	-4	-7
O=C(NCc1ccccn1)c1ccc(CNS(=O)(=O)c2cccc(C(F)(F)F)c2)cc1	10	3	-2	4	0	9	-1	7	11	-13	8
O=C(CSc1nnc2ccc(-c3ccccn3)nn12)Nc1ccccc1	-5	-10	-7	-6	0	-5	-7	-31	-15	-2	7
CCCOc1ccc(-c2c(=O)n(O)c3ccccc3[n+]2[O-])cc1	-5	-154	-77	1	3	-5	-166	-251	-67	4	-10
CC[n+]1c(/C=C/Nc2ccccc2)oc2ccc(OC)cc21	3	-26	10	-8	1	-5	14	13	16	-11	-3
CCOC(=O)c1c(NC(=O)c2cccc(N3C(=O)CCC3=O)c2)sc(C)c1C	-6	-12	-10	1	-5	-4	-15	3	12	-4	-2
O=C(NC1CCCCC1)C1CCCN1S(=O)(=O)c1ccc(F)cc1 (stereo unspecified)	-1	-39	12	4	1	-3	5	1	8	11	4
COc1ccc(N2CCN(C(=O)c3cccc(NC4=NC5CS(=O)(=O)CC5S4)c3)CC2)cc1 (stereo unspecified)	5	-3	5	-5	3	-2	-21	-13	10	26	-7
CCC(CC)c1nnc(NC(=O)CS(=O)(=O)c2ccc(C)cc2)s1	-4	2	-5	-15	-1	-3	0	8	-4	-16	-1
O=C(N/N=C/c1ccccn1)c1cc(-c2cccc3ccccc23)n[nH]1	3	-117	8	5	2	5	6	16	-23	8	-12
CCN(CC)C(=O)c1cc2c(=O)n3cccc(C)c3nc2s1	0	-21	2	12	-2	-5	-18	-37	-67	6	-17
Cc1ccc(S(=O)(=O)N(C)C)cc1NC(=O)COC(=O)COc1ccc2c(C)cc(=O)oc2c1	1	-22	-5	-5	.	-6	-2	9	9	13	3
Cc1nc2sc(C(c3ccccc3)N3CCOCC3)c(O)n2n1 (stereo unspecified)	14	-28	-5	-5	2	-9	16	7	-1	8	-1
O=C(NC(=S)N1CCN(CCO)CC1)C12CC3CC(CC(C3)C1)C2	-3	-28	-6	-3	-3	1	-5	9	12	6	0
O=C1/C(=C\c2ccco2)SC(=S)N1Cc1ccccc1	-8	-33	23	3	2	-2	-4	2	7	14	-8
O=c1c(-c2cccc(Cl)c2)c[nH]n1-c1ccccc1	3	-77	1	-1	0	-4	-15	-86	-168	-3	-7
O=C(Nc1cccc(C(=O)N2CCCCC2)c1)c1ccccc1	.	6	-1	-7	.	.	-15	-27	-35	5	15
C[C@H](NC(=O)c1nc[nH]c1C(=O)N[C@@H](C)C(=O)OC(C)(C)C)C(=O)OCc1ccccc1	-1	-12	2	-11	2	9	9	6	11	2	-12
Cc1csc(SCC(=O)NCc2ccccc2Cl)n1	3	-25	6	-5	2	-21	9	-20	-25	-2	-12
Cc1c(C)n2c(SCC(=O)N3CCCCC3)nnc2[nH]c1=O	-9	-5	1	15	1	-6	4	-7	10	26	-16
CC(C)NC(=S)N/N=C/c1ccc2c(c1)OCCO2	-1	-14	-28	-1	0	.	-88	-147	-142	19	-2
COc1cc(NC(=O)c2cccnc2)c(Cl)cc1NC(=O)c1ccc(Cl)cc1	12	-25	12	4	4	-6	11	9	-3	14	-8
CCN1CCN(C(=S)c2ccc(OCC(=O)NCc3ccccc3)cc2)CC1	1	12	4	5	2	1	4	5	22	2	8
CCCOc1cc(C)c(S(=O)(=O)NCc2cccs2)cc1C	0	4	.	0	.	-5	-6	13	-7	-4	1
c1nc2ccc(Cc3ccc4nc[nH]c4c3)cc2[nH]1	7	-28	-4	1	0	-4	3	5	12	10	7
CCCCn1c(N)c(N(CCOC)C(=O)c2c(C)noc2C)c(=O)[nH]c1=O	0	4	-3	-2	-1	-6	-11	6	11	5	5
CC(C)OC(=O)c1cc(C(=O)c2cc(Br)ccc2O)coc1=N	-12	-14	8	-4	0	-20	-6	30	22	-5	6
Cc1ccccc1C(=O)Nc1ccccc1C(=O)NCc1ccccc1	-7	-17	7	0	0	-5	5	27	17	-10	-4
Cc1ccccc1NC(=O)NNC(=O)COc1ccc2ccccc2c1	-6	-4	-1	7	2	.	4	10	8	-7	4
COc1ccc(OC)c(C=NN=Cc2cc(OC)ccc2OC)c1	-2	7	.	-2	.	-17	-11	12	9	0	-4
O=C1/C(=C/c2cccs2)SC(=S)N1c1cccc(O)c1	7	-22	-30	14	0	-6	-23	-116	-159	16	-1
Cc1nc(N2CCN(Cc3ccccc3)CC2)c(C#N)c2c1COC(C)(C)C2	12	-22	-7	-2	-1	-3	21	1	5	3	-5
O=[N+]([O-])c1cc2c(cc1Br)CCN2	-4	2	-52	5	3	10	-6	-3	-14	-10	4
Cn1c(=O)c2c(nc(N/N=C/c3ccc(OC(=O)c4ccco4)cc3)n2Cc2ccc(F)cc2)n(C)c1=O	0	6	-1	-1	-3	-4	43	6	-15	-31	4
CCOC(=O)N1CCC(NC(=O)c2cc(C(=O)Nc3ccc(S(=O)(=O)N4CCCCC4)cc3)ccc2CO)CC1	-2	2	5	-2	-1	0	14	7	11	7	-34
CN(C(=O)c1ccc(NC(=O)Cc2cccc(NC(=O)C3CCN(C(=O)C4CCCCC4)CC3)c2)cc1)C1CCCC1	3	-41	14	-1	3	-5	2	-2	11	-20	4
Cc1ccc2oc(-c3ccc(NC(=O)c4ccc5c(c4)OCO5)cc3)nc2c1	-30	-82	-21	-9	-32	-5	13	-55	-137	-8	-7
CCC(C)n1nnc2c(=O)oc3ccccc3c21 (stereo unspecified)	19	19	7	-1	2	-7	-8	10	18	10	3
COc1ccc(C(=O)c2c(C)oc3ccc(O)cc23)cc1	3	-15	-12	7	.	-21	-3	-46	-20	16	-1
O=C(/C=C/c1ccc(S(=O)(=O)N2CCOCC2)cc1)OCC(=O)c1ccc([N+](=O)[O-])cc1	2	-24	-3	1	-2	-2	10	9	-13	-12	2
Cc1ccc(Nc2nnc(SC3CCOC3=O)s2)cc1 (stereo unspecified)	1	-19	-13	-3	3	-5	-11	18	12	-3	4
C/C(=N/NS(=O)(=O)c1ccc(Cl)cc1)c1ccc2c(c1)OCO2	-2	-7	6	20	1	-4	9	6	1	-3	5
O=C(CCN1C(=O)/C(=C\c2cccs2)SC1=S)NC1=NCCS1	6	2	-14	-3	2	-2	13	-1	10	2	-2
CCOc1ccc(N(CC(=O)NC2CCCC(C)C2C)S(=O)(=O)c2c(C)noc2C)cc1 (stereo unspecified)	-1	-41	-6	-2	3	-12	3	7	-6	23	-15
CC(C)CN1CCC(=O)N([C@H](COc2ccccc2)Cc2ccccc2)CC1	.	-9	-12	1	-2	-6	4	-1	-8	36	-11
COc1ccc(S(=O)(=O)Nc2nnc(C(C)C)s2)cc1	-1	-18	-2	2	2	-5	-13	5	15	9	-4
Cc1ccccc1C(=O)NNC(=O)CCCCC(=O)NNC(=O)c1ccccc1C	-1	10	-7	-4	-1	-3	1	3	17	-13	-8
CCOC(=O)COc1ccc2cc(C(=O)OCC)c(=O)oc2c1	19	-17	-8	-7	2	.	11	-3	-1	7	-3

Bioassay records as filed in PubChem BioAssay.
